Screens as filed in PubChem BioAssay.
b-catenin transl – modulators of beta-catenin nuclear translocation | HeLa beta-catenin nuclear translocation, immunofluorescence imaging | nuclear translocation activity, % at 5 µM | 0.3% of 190,000 active | AID 1665;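 active means nuclear translocation activity above 50% at 5 µM, with a well cell count of 50 or more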;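 further: per-cell ratio of nuclear to cytoplasmic median beta-catenin stain intensity; plate controls were DMSO negative control for no effect and GSK-3 inhibitor IX positive control for full effect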
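System: Human HeLa cells, endogenous beta-catenin | Compound dosing: 5 µM primary, 0.02–20 µM confirmation | Timing: 24 h compound exposure at 37°C, 5% CO2 | Measured by: Fluorescence imaging of beta-catenin antibody stain plus DAPI | Read-out basis: % activation of per-cell nuclear versus cytoplasmic median beta-catenin signal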
XIAP antagonists – small molecules displacing peptide from XIAP – biochemical, IAP family, fluorescence polarization (AID 1018); 0.007% of 200,000 active; XIAP BIR domain, fluorescence polarization peptide displacement; higher % means a stronger effect; one-dose displacement, % at 20 µM; IC50 in µM for titrated hits; in the data active means displacement above about 50%; further: a part of the inactive calls stands beside numbers as strong as those of hits
Dynein transport – dynein cargo transport inhibition; 3617.4 mouse cells, GR-EGFP nuclear translocation imaging; test concentration mostly 20 µM; stimulated with dexamethasone, 1 µM; stronger effect = lower value; z-score, hits read low; 0.47% of 220,000 active;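 active means plate z-score of nuclear minus cytoplasmic receptor signal below a set negative limit, without overly bright fluorescence or cell loss, cut at about -3.5 in these data, passing the limit was not always enough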;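 further: z-score of nuclear minus cytoplasmic ring GR-EGFP intensity difference per well; some compounds called inactive have numbers as strong as hits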
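Schedule: 48 h induction, then 1 h compound, then 30 min agonist, 37 °C. Buffer or medium: tetracycline-free induction medium containing charcoal-stripped FBS. Reagent: 1.0 µM final dexamethasone stimulus. Evaluation: nuclear versus cytoplasmic GR-EGFP signal, averaged per well. Signal: high-content fluorescence imaging after fixation.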
Autophagy HCS – alters autophagy in cells | 0.98% of 190,000 active | calls only at 10 µM (by protocol) | MEF GFP-LC3 puncta imaging; test concentration mostly 10 µM;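 active means percentage of spot-positive cells more than 3 SD above its plate mean, without a fluorescence outlier flag or 80% toxicity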;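 further: spot-positive cell cutoff set from DMSO-treated cells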
Ins promoter up – MIN6 insulin promoter up-regulation. MIN6 insulin promoter-GFP reporter, high-content imaging; stronger effect = higher value. z-score at 5 µM. 0.3% of 190,000 active. AID 1625;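 active means z-score above 3 at 5 µM with at least 500 cells counted in the well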
MT stabilizer – stabilizes microtubules in HeLa cells; HeLa tubulin immunostaining HCS, 24 h; share of cells brighter than vehicle mean+2SD; % tubulin-high responders, % at 10 µM; 0.83% of 200,000 active; AID 2205;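 active means plate Z-score above 3 for both tubulin-high and condensed-nucleus cell shares, with cell loss under 80%, at 10 µM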;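 further: anti alpha tubulin signal scored within the nucleus-defined area of each cell; some results filed as inactive read as strong as hits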
CSM14.1 death rescue – rescue of cells from ER stress-induced death, primary screen, 384-well, CSM14.1, thapsigargin, ATP luminescence (AID 1222). CSM14.1 thapsigargin-induced death rescue, ATP luminescence; higher % means a stronger effect. one-dose cellular ATP content (survival), % at 20 µM; EC50 in µM for titrated hits. 190,000 tested, under 10 active;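 active means EC50 below 50 µM in the dose-response confirmation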;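 further: death triggered by thapsigargin at about 15 µM added after 2 h compound pretreatment; cell ATP read after overnight thapsigargin exposure of roughly 18 to 22 hours; normalized against plate controls of thapsigargin alone and 5% DMSO vehicle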
WT yeast gro inh – growth inhibition of WT yeast, mitochondrial fusion screen | mitochondrial fusion phenotypic screen, WT strain | inhibition, % at 10 µM | 2.1% of 190,000 active | AID 1362; in the data active means inhibition above about 58%; tested in S. cerevisiae
Lipid droplet – modulators of hepatic lipid droplet formation | AML12 mouse hepatocytes, oleate lipid droplets, BODIPY imaging | 0.4% of 240,000 active | AID 1656 | inhibition, % at 6.5 µM;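 active means lipid droplet intensity inhibited by at least 50%, with more than 500 cells counted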
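Test system: AML12 hepatocytes (mouse); reagent: oleate loading, 100 µM; dosing: one dose, 6.5 µM compound; incubation: overnight exposure; signal: fluorescence imaging, 20x objective, two fields per well; read-out basis: % inhibition of corrected integrated BODIPY droplet signal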
WT yeast gro inh mutant strain – recorded beside WT yeast gro inh, whose call it bears; inhibition, %; mitochondrial fusion phenotypic screen, mutant strain inhibition
Dynein transport cytoplasmic EGFP – further read-out of Dynein transport, marked with its call; z-score; measured here: cytoplasmic GR-EGFP intensity; stronger effect = higher value
Dynein transport nuclear GR-EGFP – second read-out of Dynein transport, no call of its own (marks repeat the call); z-score; measured here: nuclear GR-EGFP intensity;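 lower value marks the stronger effect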
Dynein transport cell count – also measured in Dynein transport; calls as there; z-score; measured here: cell count per field
Ins promoter up cell count – further read-out of Ins promoter up, marked with its call; cell count; measured here: cytotoxicity, nuclei count;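 total cells summed across four imaged fields per well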
Lipid droplet cells 6.5 µM – recorded beside Lipid droplet, whose call it bears; cell count; measured here: cell count, cytotoxicity flag;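 cells counted across two imaged fields per well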
b-catenin transl cell count 5 µM – second read-out of b-catenin transl, no call of its own (marks repeat the call); cell count; measured here: cell count, cytotoxicity flag
MT stabilizer Hoechst-high % – second read-out of MT stabilizer, no call of its own (marks repeat the call); % Hoechst-high responders; measured here: nuclear condensation Hoechst responders;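 share of cells brighter than vehicle mean plus two SD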
MT stabilizer cytotoxicity % – further read-out of MT stabilizer, marked with its call; toxicity, %; measured here: cytotoxicity by cell density;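 0% = mean cell density of plate MIN control wells and 100% = no cells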
Autophagy HCS cell loss 18 h – also measured in Autophagy HCS; calls as there; toxicity, %; measured here: cell loss, nuclei count;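 cell loss after 18 h compound exposure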
Starred values were filed as active, the others as inactive; i = inactive; x = no result given.

nr	compound	b-catenin transl	b-catenin transl cell count 5 µM	XIAP antagonists	Dynein transport	Dynein transport cytoplasmic EGFP	Dynein transport nuclear GR-EGFP	Dynein transport cell count	Autophagy HCS	Autophagy HCS cell loss 18 h	Ins promoter up
1	COc1ccc(S(=O)(=O)n2nc(OCc3cccs3)cc2N)cc1	0.1	1109	-5.6%	-0.74	-0.29	-0.19	0.23	i	21	0.13
2	CCc1ccc(N2C(=O)CN(CC(=O)OC)C2=S)cc1	-0.1	1605	-4.5%	1.2	-0.067	0.58	-1.1	i	-1	0.14
3	O=C(Nc1ccc(F)cc1)c1ccccc1Oc1ccc(C(F)(F)F)cc1[N+](=O)[O-]	-2.0	1137	-7.5%	0.31	-0.21	0.24	-0.85	i	-4	-0.99
4	CCCCCCC1CCC(C(=O)Nn2c(C)nc3ccccc3c2=O)CC1 (stereo not drawn)	x	x	-1.8%	0.96	0.03	0.39	-0.79	i	4	x
5	CCCOc1ccccc1-c1nc2c([nH]1)c(=O)[nH]c(=O)n2C	2.5	793	-10%	0.4	-0.3	0.41	0.73	i	-3	-0.28
6	Cn1c(C(=O)N2CCCC(C(=O)NCCCc3ccccc3)C2)cc2sccc21 (stereo not drawn)	x	x	-3.0%	0.58	-0.26	0.15	0.064	i	-1	0.46
7	Cc1ccc(N/C=C/C(=O)c2cccs2)cc1	-4.9	1071	-6.1%	-0.66	-0.21	-0.24	0.4	i	16	0.62
8	COc1ccc(NC(=O)COc2ccc(/C=N/n3c(C)nnc3C)cc2OC)cc1	x	x	-2.2%	-1	-0.24	-0.62	0.56	i	0	x
9	CCOC(=O)c1cn(CC)c2cc(N3CCOCC3)c(F)cc2c1=O	-9.5	1147	-7.2%	0.4	-0.16	0.51	1.1	i	-3	x
10	COc1cc(NS(=O)(=O)c2ccc(NC(=S)NC(=O)/C=C/c3ccc(OC)c(OC)c3)cc2)ncn1	1.6	1056	-9.8%	-0.2	-0.31	-0.12	-0.71	i	-1	x

nr	Ins promoter up cell count	MT stabilizer	MT stabilizer Hoechst-high %	MT stabilizer cytotoxicity %	CSM14.1 death rescue	WT yeast gro inh	WT yeast gro inh mutant strain	Lipid droplet	Lipid droplet cells 6.5 µM
1	1356	0.9	1.7	7.2	1.7%	-3	-12	-8	701
2	1105	3.7	2.0	6.1	-0.4%	-3	-24	5	668
3	1269	1.9	1.1	8.2	-2.2%	66*	-0.4*	-2	670
4	x	1.0	1.4	8.7	-0.7%	-16	-23	16	801
5	1320	2.5	0.2	30	4.3%	8	-4	-9	739
6	1004	4.6	1.7	8.3	x	27	27	6	692
7	1592	1.1	1.1	3.7	-4.5%	-7	14	1	691
8	x	3.7	2.0	5.2	-0.4%	6	27	10	796
9	x	3.1	2.8	9.9	1.5%	-7	1	-4	706
10	x	1.9	1.9	10	1.7%	4	9	-11	711

Remaining list, next part:
nr	compound	b-catenin transl	b-catenin transl cell count 5 µM	XIAP antagonists	Dynein transport	Dynein transport cytoplasmic EGFP	Dynein transport nuclear GR-EGFP	Dynein transport cell count	Autophagy HCS	Autophagy HCS cell loss 18 h	Ins promoter up
11	CC(C)C(=O)c1cn(CC(=O)N2CCCc3ccccc32)c2ccccc12	x	x	-5.2%	0.45	-0.28	0.32	1.9	i	20	x
12	COCCCNC(c1ccccc1)c1ccncc1 (stereo not drawn)	-4.5	1014	-1.0%	-0.54	-0.2	-0.03	0.11	i	-20	x
13	Cc1ccc(C(=O)Cn2nnc3ccccc32)cc1[N+](=O)[O-]	1.1	1330	x	-0.79	-0.23	-0.45	0.52	x	x	-0.08
14	O=c1c2c(n3cnnc3n1-c1ccccc1)-c1ccccc1CC21CCCC1	x	x	-3.1%	-0.012	-0.33	-0.4	0.14	i	2	-0.21
15	CN1CCN(C(c2cccc(Cl)c2)c2ccccc2Cl)CC1 (stereo not drawn)	0.7	985	-6.6%	-0.054	-0.24	0.32	-0.25	i	-12	-1.3
16	Cc1ccc(NC(=S)N(CCCN2CCOCC2)Cc2ccco2)cc1C	1.9	1002	-12%	-1.6	-0.15	-0.72	0.73	i	1	-0.75
17	Cc1cc(C)cc(C(=O)NC2C(=O)N3C(C(=O)O)=C(CSc4nnc(C)s4)CSC23)c1 (stereo not drawn)	-0.9	1221	-6.0%	1.6	-0.14	1.4	-1.6	i	-18	0.68
18	COc1ccc(-c2nn3c(-c4ccccc4)nnc3s2)cc1OC	-4.9	907	-6.2%	0.58	0.84	0.79	0.52	i	-10	-0.01
19	O=P(O)(CCc1ccccc1)CN1CCCCC1	-0.2	1057	-7.7%	-0.66	-0.23	-0.11	-0.063	i	1	0.37
20	Cc1cnnc2ccc3c(no[n+]3[O-])c12	-0.7	1435	-6.5%	-0.36	-0.18	0.04	1	i	-2	0.43

nr	Ins promoter up cell count	MT stabilizer	MT stabilizer Hoechst-high %	MT stabilizer cytotoxicity %	CSM14.1 death rescue	WT yeast gro inh	WT yeast gro inh mutant strain	Lipid droplet	Lipid droplet cells 6.5 µM
11	x	2.4	1.2	8.0	0.1%	-16	-19	5	772
12	x	6.4	3.8	4.7	-1.3%	8	-7	x	x
13	1100	x	x	x	x	x	x	-22	680
14	1232	1.8	2.1	5.0	-2.5%	1	2	6	723
15	830	2.1	1.8	5.7	-3.7%	23	17	-33	648
16	1536	4.6	1.4	6.3	-0.3%	12	13	0	655
17	1374	5.2	1.6	6.7	-7.4%	4	-1	11	694
18	1265	3.2	2.3	3.8	x	-42	10	x	x
19	1008	3.6	2.1	5.6	x	7	-3	-1	651
20	1586	4.0	1.8	2.4	-1.0%	-2	5	x	x

Remaining list, next part
nr	compound	b-catenin transl	b-catenin transl cell count 5 µM	XIAP antagonists	Dynein transport	Dynein transport cytoplasmic EGFP	Dynein transport nuclear GR-EGFP	Dynein transport cell count	Autophagy HCS	Autophagy HCS cell loss 18 h	Ins promoter up
21	CC1C(=O)Nc2ccccc2N1C(=O)c1ccccc1 (stereo not drawn)	-2.4	1073	-5.2%	-1.1	-0.31	-0.75	0.55	i	-3	0.94
22	COc1cccc(-c2nc(N3CC(C)CC(C)C3)c3ccccc3n2)c1O (stereo not drawn)	-2.2	974	0.8%	-0.78	-0.22	-0.73	0.0089	i	14	-1.4
23	O=C(NC1CCCCC1)N(Cc1cc2cc3c(cc2[nH]c1=O)OCCO3)CC1CCCO1 (stereo not drawn)	-2.6	1077	0.4%	-0.72	-0.21	-0.23	1.1	i	1	-0.48
24	COC(=O)c1ccsc1NC(=O)CSc1nnnn1Cc1ccccc1	-2.1	555	-7.7%	-0.069	-0.29	0.26	-0.08	i	2	0.08
25	CCN1C(=O)c2cccc3c(Cl)ccc(c23)C1=O	0.1	1503	-5.6%	1	-0.28	0.33	-0.46	i	4	0
26	Cc1ccc2c(=O)oc(N(C)C)nc2c1	-0.5	1636	-5.7%	-0.13	-0.11	-0.051	-1.6	i	2	0.32
27	C=CCNC(=O)CSc1ncc2c(n1)-c1c(csc1SC)CC2	-0.7	1052	x	-0.25	-0.25	-0.35	0.6	x	x	0.52
28	COc1ccc(-c2cc3ncc(C(C)=O)c(C)n3n2)cc1	0.5	1502	-2.9%	0.084	-0.21	-0.084	-0.15	i	-1	0.11

nr	Ins promoter up cell count	MT stabilizer	MT stabilizer Hoechst-high %	MT stabilizer cytotoxicity %	CSM14.1 death rescue	WT yeast gro inh	WT yeast gro inh mutant strain	Lipid droplet	Lipid droplet cells 6.5 µM
21	1197	3.5	1.9	8.5	-0.6%	-11	0	2	682
22	877	4.1	2.8	9.0	1.5%	7	-31	x	x
23	1215	2.0	1.4	1.4	7.7%	10	1	x	x
24	1248	2.3	2.4	8.3	0.7%	5	2	2	715
25	1429	7.8	1.6	9.3	-0.4%	9	12	1	631
26	1443	3.5	2.0	5.2	-1.5%	-9	-3	-16	621
27	1455	x	x	x	x	x	x	-17	699
28	1055	1.6	2.8	5.0	-0.9%	2	-8	-4	620

Single records, as listed above.
O=C(Nc1ccc(F)cc1)c1ccccc1Oc1ccc(C(F)(F)F)cc1[N+](=O)[O-] is listed with b-catenin transl: -2.0; b-catenin transl cell count 5 µM: 1137; XIAP antagonists: -7.5%; Dynein transport: 0.31; Dynein transport cytoplasmic EGFP: -0.21; Dynein transport nuclear GR-EGFP: 0.24; Dynein transport cell count: -0.85; Autophagy HCS: i; Autophagy HCS cell loss 18 h: -4; Ins promoter up: -0.99; Ins promoter up cell count: 1269; MT stabilizer: 1.9; MT stabilizer Hoechst-high %: 1.1; MT stabilizer cytotoxicity %: 8.2; CSM14.1 death rescue: -2.2%; WT yeast gro inh: 66*; WT yeast gro inh mutant strain: -0.4*; Lipid droplet: -2; Lipid droplet cells 6.5 µM: 670
Cc1ccc(NC(=S)N(CCCN2CCOCC2)Cc2ccco2)cc1C is listed with b-catenin transl: 1.9; b-catenin transl cell count 5 µM: 1002; XIAP antagonists: -12%; Dynein transport: -1.6; Dynein transport cytoplasmic EGFP: -0.15; Dynein transport nuclear GR-EGFP: -0.72; Dynein transport cell count: 0.73; Autophagy HCS: i; Autophagy HCS cell loss 18 h: 1; Ins promoter up: -0.75; Ins promoter up cell count: 1536; MT stabilizer: 4.6; MT stabilizer Hoechst-high %: 1.4; MT stabilizer cytotoxicity %: 6.3; CSM14.1 death rescue: -0.3%; WT yeast gro inh: 12; WT yeast gro inh mutant strain: 13; Lipid droplet: 0; Lipid droplet cells 6.5 µM: 655

Rows were taken by chance; about 4% have a hit in one of these screens.
